FLuc counter: qHTS profiling assay for firefly luciferase inhibitor/activator using purifed enzyme and Km concentrations of substrates (counterscreen for miR-21 project); AID 588342, 2011; purified FLuc, Km substrates, luminescence inhibition; 6.9% of 360,000 active; Luciferin 4-monooxygenase (Photinus pyralis), P08659; Potency, µM (doses to about 57.5 µM), for inactives: at the top dose activity change, negative = inhibition, actives largely listed as inhibitors;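 note: potency is the fitted concentration of half-maximal effect; plate controls were vehicle for no effect and reference inhibitor for full effect; nearly all actives have a fitted effect of over 55% in size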
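Purified P. pyralis luciferase (10nM final) with 10uM D-luciferin and 10uM ATP (Km levels) in 50mM Tris acetate pH 7.5, 10mM Mg acetate, 0.01% Tween-20, 0.05% BSA; qHTS 6-point titration, ~60 µM downward; luminescence read.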
Gal4-VP16 FLuc: VP16 counterscreen qHTS for inhibitors of ROR gamma transcriptional activity; Drosophila S2 Gal4-VP16 UAS-luciferase, luminescence, 20 h; Potency, µM (top dose mostly 53.6 µM), inactives show top-dose activity, negative = inhibition, actives largely listed as inhibitors; 3.5% of 310,000 active;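 note: Gal4-VP16 expression switched on by copper sulfate through the metallothionein promoter; potency is the fitted concentration of half-maximal effect; % is set by controls: 0 for no effect and ±100 for the full control effect; nearly all actives have a fitted effect of over 50% in size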
RORg inh: qHTS for inhibitors of ROR gamma transcriptional activity; Nuclear receptor ROR-gamma (Mus musculus), P51450; Drosophila S2 Gal4-RORgamma UAS-luciferase reporter, 20 h; Potency, µM (titrated, usually from 53.6 µM), without a hit: at the highest dose activity change, negative = inhibition, actives largely listed as inhibitors; 5.4% of 310,000 active; AID 2551, 2010; note: potency is the fitted concentration of half-maximal effect; % is set by controls: 0 for no effect and ±100 for the full control effect; nearly all actives have a fitted effect of over 60% in size
Target sequence (P51450 whole entry, looked up, the tested form may be a part): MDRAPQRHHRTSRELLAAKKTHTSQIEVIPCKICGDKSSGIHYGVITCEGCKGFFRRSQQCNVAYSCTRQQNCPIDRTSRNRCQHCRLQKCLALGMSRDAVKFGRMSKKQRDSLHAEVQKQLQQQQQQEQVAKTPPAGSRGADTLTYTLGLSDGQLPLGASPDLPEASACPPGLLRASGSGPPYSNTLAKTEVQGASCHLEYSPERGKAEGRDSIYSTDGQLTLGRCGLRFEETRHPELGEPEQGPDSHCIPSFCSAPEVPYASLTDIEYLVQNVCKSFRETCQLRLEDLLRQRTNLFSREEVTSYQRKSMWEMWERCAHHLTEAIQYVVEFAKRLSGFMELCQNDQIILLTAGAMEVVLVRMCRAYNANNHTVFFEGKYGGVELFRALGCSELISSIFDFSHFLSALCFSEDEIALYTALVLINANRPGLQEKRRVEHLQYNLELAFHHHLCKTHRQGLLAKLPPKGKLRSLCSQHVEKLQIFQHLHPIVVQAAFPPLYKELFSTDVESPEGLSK
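In this cell-based reporter format, copper sulfate (700 uM final) drives Gal4–ROR gamma fusion expression from a metallothionein promoter in Drosophila Schneider cells; compounds preincubated 1 hr, reporter read after 20 hr at ambient temperature.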
p53 reactivation: qHTS assay for re-activators of p53 using a Luc reporter. H1299 p53-A138V BP100-luciferase reporter, luminescence, 24 h. Potency, µM (highest dose often 92.2 µM), for inactives: top-dose activity change, positive = activation, most hits filed as activators. 0.063% of 320,000 active; note: potency is the fitted concentration of half-maximal effect; % of control where 0% means no effect; nearly all actives have a fitted effect of over 45% in size
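p53-null H1299 cells stably carrying temperature-sensitive p53-A138V and a BP100-luciferase reporter were pinned with compounds (4-point, 1:5 series) and held 24 hrs at 37 deg C. Luminescence was read 10 min after detection reagent.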
TRPV1 agonist: HTS Assay for Compounds that Act as Agonists of the Vanilloid Receptor 1. TRPV1-expressing cells, Fluo-8 calcium influx, agonist mode. activation, % at 8.33 µM. 0.19% of 320,000 active; in the data active = activation above about 80%; inconclusive = between about 30% and that limit; note: 0% is about no effect
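TRPV1-expressing cells were cultured overnight at 35.5C and loaded with Fluo-8 calcium dye for 40 to 90 min at room temperature. After a 10 s baseline, compound was added and calcium influx was read kinetically for 3 min (ex 480/em 520 nm).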
ELG1 genotoxic: qHTS screen for small molecules that induce genotoxicity in human embryonic kidney (HEK293T) cells expressing luciferase-tagged ELG1; HEK293T ELG1-luciferase reporter, luminescence, 16 h; Potency, µM (top dose mostly 46 µM), for inactives: top-dose activity change, positive = activation, usual class: activators; 1.3% of 330,000 active; AID 504466, 2011; note: potency is the fitted concentration of half-maximal effect; % of control where 0% means no effect; nearly all actives have a fitted effect of over 60% in size
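After overnight (16 hr) compound treatment at 37 °C, ELG1-luciferase HEK293T cells were lysed with ONE-Glo; luminescence quantified 30 min later at room temperature.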
Tb PFK inh: qHTS Assay to Find Inhibitors of T. brucei phosphofructokinase; Potency, µM (series often up to 57.5 µM), for the others: top-dose activity, negative = inhibition, most hits filed as inhibitors; AID 485367, 2010; ATP-dependent 6-phosphofructokinase (Trypanosoma brucei brucei), O15648; 0.17% of 330,000 active; T. brucei PFK, ADP-Glo luminescence;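 note: potency is the fitted concentration of half-maximal effect; 0% = uninhibited 1x PFK enzyme wells and -100% = no-enzyme wells; nearly all actives have a fitted effect of over 60% in size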
Target sequence (O15648 whole entry, looked up): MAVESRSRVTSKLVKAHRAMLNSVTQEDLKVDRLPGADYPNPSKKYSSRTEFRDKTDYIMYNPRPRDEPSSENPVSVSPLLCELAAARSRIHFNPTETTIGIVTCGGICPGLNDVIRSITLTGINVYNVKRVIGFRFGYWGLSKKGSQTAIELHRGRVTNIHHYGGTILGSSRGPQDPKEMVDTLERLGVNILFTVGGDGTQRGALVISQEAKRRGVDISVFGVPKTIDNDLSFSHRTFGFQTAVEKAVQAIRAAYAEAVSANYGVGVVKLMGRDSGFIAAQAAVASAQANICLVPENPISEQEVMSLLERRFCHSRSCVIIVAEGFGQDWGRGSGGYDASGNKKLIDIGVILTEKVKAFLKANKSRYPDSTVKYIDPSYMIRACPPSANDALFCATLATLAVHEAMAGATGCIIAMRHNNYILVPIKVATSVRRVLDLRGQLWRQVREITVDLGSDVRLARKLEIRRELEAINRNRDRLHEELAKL
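PFK 1.25 nM, F6P 0.5 mM, ATP 0.1 mM, 0.1 M TEA pH 8.0, 5 mM MgCl2, 0.01% Tween20, 0.1% BSA; 45 min RT. ADP-Glo readout. qHTS titration up to 57 uM; curves fitted, compounds curve-classed.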
NPC1 promoter act: qHTS Assay for NPC1 Promoter Activators; Huh7 NPC1 promoter luciferase reporter, 24 h; Potency, µM (doses to about 9.22 µM), for inactives: top-dose activation, most hits filed as activators; 2.4% of 320,000 active;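 note: potency is the fitted concentration of half-maximal effect; % of control where 0% means no effect; nearly all actives have a fitted effect of over 60% in size; reporter is driven by a mutant NPC1 promoter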
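Stably transfected Huh7 (NPC1 promoter→luciferase), 1500 cells/well in Opti-MEM + 10% FBS, 2 h settle, then compound 24 h at 37 °C. Luminescence after 10 min with Amplite reagent.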
BRCA1 expr up: qHTS Assay to Identify Small Molecule Activators of BRCA1 Expression | MCF7-BRCA1-FFLuc reporter, luminescence, 48 h; response scale: scaled: vehicle 0%, 10 µM genistein 100% | Potency, µM (doses to about 46.1 µM), for inactives: at the highest dose activation, most hits filed as activators | 1.1% of 380,000 active | AID 624202, 2012; note: potency is the fitted concentration of half-maximal effect; nearly all actives have a fitted effect of over 80% in size; some results filed as inactive show a strong effect at the top dose
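Quantitative HTS in MCF7 cells stably reporting BRCA1 expression via firefly luciferase. Compound treatment lasts 48 h at 37 °C in phenol-red free MEM. Activation is expressed relative to genistein at 10 microM and DMSO.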
Rab9 prom act: qHTS Assay for Rab9 Promoter Activators; Huh7 Rab9 promoter-luciferase reporter, luminescence, 24 h; Potency, µM (top dose mostly 9.22 µM), inactives show top-dose activation, negative = inhibition, usual class: activators; 2.8% of 320,000 active; note: potency is the fitted concentration of half-maximal effect; % of control where 0% means no effect; nearly all actives have a fitted effect of over 60% in size
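Luciferase signal after 10 min detection reagent at ambient indicates Rab9 promoter upregulation; stably transfected Huh7 cells were treated 24 h with compound in DMSO at 37 °C, 5% CO2.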
ELG1 DNA repair: qHTS screen for small molecules that inhibit ELG1-dependent DNA repair in human embryonic kidney (HEK293T) cells expressing luciferase-tagged ELG1 | HEK293T ELG1-luciferase reporter, luminescence, 16 h; DNA damage induced by 5-fluorouridine | Potency, µM (titrated, usually from 46.1 µM), without a hit: top-dose activity change, negative = inhibition, most hits filed as inhibitors | 2.3% of 330,000 active; note: potency is the fitted concentration of half-maximal effect; % is set by controls: 0 for no effect and ±100 for the full control effect; nearly all actives have a fitted effect of over 55% in size
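Luminescence from the luciferase reporter, measured 30 min after ONE-Glo reagent at room temperature, was the read-out. Beforehand, 2,000 cells per well were exposed for 16 hr at 37 °C to 5-fluorouridine together with compound or vehicle.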
* = called active by the depositor; ? = inconclusive; . = not tested or not shown; [ ] = another dose, or the depositor's remark. Unless noted, calls come from the whole dose curve; as a rule, active = well fitted curve in the direction sought with a large enough effect; inconclusive = small, poorly fitted or top-dose-only effect, or another doubt; inactive = no such curve, though single readings can be large; an effect the other way counts as inactive or inconclusive.

SMILES | FLuc counter | Gal4-VP16 FLuc | RORg inh | p53 reactivation | TRPV1 agonist | ELG1 genotoxic | Tb PFK inh | NPC1 promoter act | BRCA1 expr up | Rab9 prom act | ELG1 DNA repair
CCCn1c(SC(C(=O)Nc2cc(C)ccc2OC)c2ccccc2)nc2ccccc2c1=O (configuration not stated) | 3% | ? | 20µM* | -3% | 17 | -5% | -5% | -2% | -12% | -4% | 18µM*
CC(OC(=O)c1cc(=O)[nH]c2ccccc12)C(=O)c1ccccc1 (configuration not stated) | -2% | 0% | 4% | -1% | 8 | 2% | -1% | -11% | 21% | -4% | 18%
Cc1ccc(CNC(=O)CN(C(=O)C2(C)CC(=O)N=C3C=CC=CN32)c2ccccc2)cc1 (configuration not stated) | -1% | -12% | -22% | -2% | 0 | 0% | -1% | -2% | -1% | -2% | -1%
Cc1ccc(N2CCN(CCc3nc4cc(NS(C)(=O)=O)ccc4n3C)CC2)cc1 | 1% | -6% | 6% | 17% | -10 | -5% | -4% | -4% | -27% | -1% | -26%
Cc1ccc(C(=O)NCC(=O)NCC(c2cccs2)N2CCOCC2)cc1 (configuration not stated) | -1% | . | . | -1% | 4 | -2% | 19% | -5% | 1% | -2% | 12%
COc1ccccc1C(=O)OCCNC(=O)Cn1cnc2c1c(=O)n(C)c(=O)n2C | 0% | 5% | 1% | -2% | -2 | 0% | 0% | 0% | -10% | 7% | 6%
COc1ccc([N+](=O)[O-])cc1NC(=O)c1cn(-c2ccc(C)c(C)c2)c(=O)c2ccccc12 | 0% | -9% | -4% | 1% | 1 | -2% | 1% | -1% | -15% | -7% | -3%
Cc1ccc(NC(=O)c2nnn(-c3cc(C)cc(C)c3)c2N)cc1 | ? | -1% | ? | 6% | 2 | 4% | 0% | 16% | 113% | -5%[1.84 µM] | ?
O=C(O)c1ccc(-n2nnnc2Oc2cccc3cccnc23)cc1 | 1% | -2% | 9% | -3% | -5 | 1% | 1% | -1% | 1% | -3% | 6%
C=CCNc1nc(N)c([N+](=O)[O-])c(NC2CCCCC2)n1 | -1% | 19% | 17% | 0% | 2 | 10% | 17% | -1% | -3% | 2% | 16%
N#Cc1c(SCC(=O)Nc2cccc(C(F)(F)F)c2)sc2c(O)cc(=O)[nH]c12 | -8% | -5% | 19% | -1% | 0 | 3% | -5% | 0% | -24% | -1% | -4%
COc1ccc(N(CC(=O)NC2CCCCC2)C(=O)CCC(=O)Nc2nc(C)cs2)cc1OC | 0% | 0% | ? | -4% | -4 | 7% | 5% | -2% | -3% | -1% | 12%
CCOc1ccc(NC2=NCC(=O)N2Cc2cccs2)cc1 | -9% | -4% | 37% | 7% | -4 | -3% | -3% | 9% | 3% | -1% | 22%
COc1ccc(C(=O)c2c[nH]c(C(=O)NCCCn3ccnc3)c2)cc1 | -2% | -11% | -11% | 1% | -1 | 5% | 4% | 1% | -27% | 5% | 6%
CC(=O)OCC(=O)NCc1ccc2c(c1)OCO2 | 2% | -7% | -1% | 26% | -2 | 0% | 1% | 2% | 0% | -1% | -2%
COc1ccc(CCNC2CC(=O)N(C)C2=O)cc1OC (configuration not stated) | 4% | 1% | -1% | 6% | 1 | -1% | 0% | 2% | -26% | 2% | 0%
CCOC(=O)CC1=CC(=O)Nc2ccccc2N1 | -2% | 0% | 3% | -8% | 6 | 3% | -1% | -2% | -10% | -2% | 10%
COCC(=O)NC1CC2CCC(C1)N2C(=S)Nc1ccccc1C(=O)OC (configuration not stated) | -2% | -10% | 0% | 2% | 6 | 1% | -6% | -8% | 20% | -9% | -1%
COc1ccc(NC2CCCN(C(=O)CN3CCOC3=O)C2)cc1OC (configuration not stated) | 1% | 1% | -4% | 2% | -2 | -2% | -3% | -3% | 0% | -7% | -2%
CCOC(=O)c1ccc(NC(=O)C23CCC(C)(C(=O)O2)C3(C)C)cc1 (configuration not stated) | ? | 0% | 25% | ? | 10 | ? | -4% | ? | 10µM* | ? | ?
COC(=O)C1CCN(C(=O)CSc2nc3nc(C)cc(C)n3n2)CC1 | -1% | . | . | 1% | -2 | 3% | 0% | -4% | -16% | -1% | ?
CN(CC(=O)Nc1ccc(Cl)c(C(F)(F)F)c1)C(=O)c1cccs1 | -2% | . | . | -7% | 29 | -1% | -3% | -1% | -10% | -3% | -17%
Cc1cc(=O)oc2cc(NC(=O)c3ccccc3C(=O)O)ccc12 | 11µM* | -15% | 3% | 9% | 4 | -3% | -2% | 2% | -21% | -2% | 4%
Nc1nc(-c2cc3c(cc2Cl)OCCO3)cs1 | ? | 20% | 27% | 9% | -4 | 8% | 3% | 2% | 45% | 8% | 29%
O=C(O)C1C2C=CC3(CN(c4cccc(C(F)(F)F)c4)C(=O)C13)O2 (configuration not stated) | 0% | -5% | 15% | -8% | -3 | 1% | ? | 3% | 8% | 1% | ?

Part of the list above, limited to Rab9 prom act and ELG1 genotoxic:
compound	Rab9 prom act	ELG1 genotoxic
Cc1cc(=O)oc2cc(NC(=O)c3ccccc3C(=O)O)ccc12	-2%	-3%
Nc1nc(-c2cc3c(cc2Cl)OCCO3)cs1	8%	8%

Additional records
SMILES | FLuc counter | Gal4-VP16 FLuc | RORg inh | p53 reactivation | TRPV1 agonist | ELG1 genotoxic | Tb PFK inh | NPC1 promoter act | BRCA1 expr up | Rab9 prom act | ELG1 DNA repair
Cc1[nH]nc2ncc(C(=O)c3cc(F)ccc3O)cc12 | -1% | 3% | 12% | 0% | 2 | -9% | -6% | 7% | 2% | -3% | 18µM*
O=C(O)CNC(=O)c1ccc(Sc2ccccc2)c([N+](=O)[O-])c1 | -19% | -10% | -11% | -1% | 0 | 1% | 7% | -6% | 2% | -3% | -3%
O=c1c(F)cn(C2CCCO2)c(=O)n1Cc1c(Cl)cccc1Cl (configuration not stated) | 3% | 18% | -7% | -3% | 9 | 4% | 1% | 1% | 2% | -1% | -8%
COCC(C)N=CC1=C(O)CC(C)(C)CC1=O (configuration not stated) | 9% | -5% | -21% | -3% | -2 | 1% | 4% | 3% | -6% | -1% | 9%
CN(C)S(=O)(=O)Nc1ccccn1 | -2% | -1% | 21% | -3% | 4 | 2% | 1% | -3% | 1% | -2% | -1%
Clc1ccc(OCc2nnc3n2CCCCC3)c(Cl)c1 | -13% | -10% | 7% | 8% | 26 | 6% | 0% | 17% | 61% | 16% | ?
O=C(NCC(c1cccs1)N1CCOCC1)c1ccc(Cl)c(S(=O)(=O)N2CCOCC2)c1 (configuration not stated) | -2% | -11% | 14% | -1% | 1 | -4% | 0% | 1% | -11% | -1% | ?
COCCNC(=O)/C(C#N)=C/c1c(N2CCCCCC2)nc2ccccn2c1=O | -3% | -3% | 13% | -4% | 1 | -5% | 1% | -5% | -6% | 6% | -5%
CCc1ccccc1NC(=O)N[C@@H](C)C(=O)OC | 4% | -12% | 22% | 4% | 2 | 2% | 3% | 2% | -3% | -2% | 2%
O=C(CCSCc1ccccc1F)NCc1cccnc1 | -4% | 2% | -11% | 5% | ? | -7% | 3% | -2% | -20% | -1% | 3%
Cn1c(CNC(=O)CCNC(=O)c2ccc(Br)cc2)cc(=O)n(C)c1=O | 2% | 5% | 2% | 10% | -1 | 1% | -9% | -3% | 14% | -1% | 28%
Cc1nn(CC(=O)NNC(=S)Nc2ccccc2)c(C)c1[N+](=O)[O-] | 6% | 13µM* | 8.9µM* | 4% | 1 | 0% | -1% | -1% | 10% | 0% | 0%

BRCA1 expr up, hit marks shown above.
Molecule	RORg inh	p53 reactivation	TRPV1 agonist	Tb PFK inh	NPC1 promoter act	BRCA1 expr up	Rab9 prom act
CCOC(=O)c1ccc(NC(=O)C23CCC(C)(C(=O)O2)C3(C)C)cc1 (configuration not stated)	25%	?	10	-4%	?	10µM*	?

Assay outcomes as filed in PubChem.
